Source: PubChem BioAssay
3T3 cytotox = NIH 3T3 cell cytotoxicity | NIH 3T3 viability, CellTiter-Glo ATP luminescence, 48-72 h | hit rate 4.3% among 94,000 | AID 1345082 | Potency, µM (doses to about 96.7 µM), inactives show at the top dose activity change, negative = cytotoxicity, hits mostly inhibitors; also: potency is read from the fitted curve at half-maximal effect; nearly all actives have a fitted effect of over 55% in size
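First NIH 3T3 cells are plated at 400 cells/well; next compound is pinned in; then plates incubate 48 or 72 hr at 37 °C; finally CellTiter-Glo is added and luminescence read after 10 min.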
GPT2 inhibitor = blocks human glutamate pyruvate transaminase 2. Q8TD30. Recombinant GPT2, coupled pyruvate oxidase/HRP Amplex Red fluorescence. Potency, µM (top dose mostly 57.7 µM), for inactives: top-dose activity change, negative = inhibition, hits mostly inhibitors. hit rate 0.25% among 100,000. AID 1671188; also: potency is read from the fitted curve at half-maximal effect; nearly all actives have a fitted effect of over 60% in size; many of its hits are not listed in these tables
Target sequence (Q8TD30 whole entry, looked up): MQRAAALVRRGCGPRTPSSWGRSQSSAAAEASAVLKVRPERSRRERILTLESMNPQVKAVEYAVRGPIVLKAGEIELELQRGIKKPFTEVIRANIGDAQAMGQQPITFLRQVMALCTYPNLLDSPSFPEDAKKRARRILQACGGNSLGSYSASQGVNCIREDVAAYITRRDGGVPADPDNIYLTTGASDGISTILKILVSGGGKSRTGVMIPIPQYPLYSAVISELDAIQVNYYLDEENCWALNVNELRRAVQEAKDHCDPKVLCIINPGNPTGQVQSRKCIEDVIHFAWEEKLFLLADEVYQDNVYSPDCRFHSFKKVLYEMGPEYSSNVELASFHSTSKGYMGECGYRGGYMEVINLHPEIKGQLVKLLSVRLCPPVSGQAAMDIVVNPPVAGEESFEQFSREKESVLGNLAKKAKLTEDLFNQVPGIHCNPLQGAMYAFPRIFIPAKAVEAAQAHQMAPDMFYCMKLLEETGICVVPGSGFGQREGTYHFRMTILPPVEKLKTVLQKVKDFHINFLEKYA
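Fluorescence of coupled pyruvate oxidase/HRP/Amplex Red system (50uM Amplex, 30 min, dark) reports pyruvate formed by GPT2. Enzyme reaction: 10ng/uL GPT2, 2mM L-alanine, 250uM a-KG, 30 min room temperature, pH 7.5; 50uM AOA control.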
Luciferase inh = inhibitors of firefly (Photinus pyralis) luciferase; hit rate 2.5% among 76,000; purified P. pyralis luciferase, luminescence, biochemical; Potency, µM (series often up to 115 µM), inactives show top-dose activity change, negative = inhibition, actives largely listed as inhibitors; P08659; also: potency is read from the fitted curve at half-maximal effect; nearly all actives have a fitted effect of over 65% in size
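Purified 10nM P. pyralis luciferase with 10uM D-luciferin and 10uM ATP in 50mM Tris acetate pH 7.5, 10mM Mg acetate, 0.01% Tween-20, 0.05% BSA. qHTS titration; luminescence read by CCD imager.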
HEK cytotox = HEK 293 cell cytotoxicity; HEK 293 viability, ATP luminescence (CellTiter-Glo), 48-72 h; Potency, µM (top dose mostly 115 µM), without a hit: at the highest dose activity change, negative = cytotoxicity, usual class: inhibitors; hit rate 6.6% among 94,000; also: potency is read from the fitted curve at half-maximal effect; nearly all actives have a fitted effect of over 60% in size
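Pintool-delivered compounds were incubated with HEK 293 cells (250 cells/well) at 37 degree Celsius for 48 or 72 hr. ATP-dependent luminescence (CellTiter-Glo) then reported remaining viable cells.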
HEK293 viab = counter-screen for SNCA expression inhibitors: cell viability | HEK-293-SNCA-luc viability, GF-AFC fluorescence, 24 h | Potency, µM (top dose mostly 57.1 µM), inactives show top-dose activity change, negative = cytotoxicity, actives largely listed as cytotoxic | hit rate 0.12% among 150,000;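 also: potency is read from the fitted curve at half-maximal effect; 0% = DMSO-treated cells and -100% = medium-only wells without cells; nearly all actives have a fitted effect of over 30% in size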
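Cytotoxicity counterscreen: after 24 h compound treatment of genome-edited SNCA-luciferase HEK-293 cells, live-cell protease substrate GF-AFC read by fluorescence after 30 min; activity scaled between DMSO (0%) and medium-only (-100%), curves Hill-fitted.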
SNCA expr inhib = reduces expression of the alpha-synuclein gene | AID 1671194 | Potency, µM (highest dose often 57.2 µM), inactives show top-dose activity change, negative = inhibition, hits mostly inhibitors | hit rate 0.17% among 140,000 | HEK-293 SNCA-luciferase knock-in, luminescence, 24 h;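 also: potency is read from the fitted curve at half-maximal effect; plate controls were DMSO cells for no effect and cell-free wells for full effect; nearly all actives have a fitted effect of over 45% in size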
IP6K1 inhibitor = inhibitors of human IP6K1; Q92551; IP6K1 kinase, ADP-Glo luminescence, 2 h; hits give low values; activity change, % (series mostly up to about 58 µM); hit rate 0.81% among 140,000; AID 1645851; in the data active = activity change below about -25%
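ADP-Glo luminescence measures ADP made by human IP6K1 during a 2 h RT reaction with ATP/IP6 (mix at 1.3 mM/130 uM); top library doses 57.5 and 19.1 uM final.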
* hit, by the source's call; i = inactive; ? = inconclusive; nt = not tested or not shown; & = joins results of further samples; [ ] = another dose, or the depositor's remark. Unless noted, calls follow the shape of the dose curve; as a rule, active = well fitted curve in the direction sought with a large enough effect; inconclusive = small, poorly fitted or top-dose-only effect, or another doubt; inactive = no such curve, though single readings can be large; an effect the other way counts as inactive or inconclusive. Unless noted, % is scaled to controls: 0 for no effect and ±100 for the full control effect. Some of the compounds tested; the hit share may differ from the screen's.

#1 CCNC(=O)N1CCC(C2CCN(C(C)=O)CC2)C1 (stereo not given)
#2 COC(=O)c1cc(C)nc2c1c(=O)nc(SCc1c(C)cc(C)cc1C)n2C1CC1
#3 COCCN1C(=O)[C@H]2CN(Cc3cccc(C(F)(F)F)c3)C[C@H]2C1=O
#4 Cc1ccc(C)c(CN2CCC(CNC(=O)Nc3ccc(Br)cc3F)CC2)c1
#5 COc1ccccc1-n1c(=O)c(C(=O)N2CCN(C(=O)c3ccccc3Cl)CC2)nc2cccnc21
#6 Cc1cccc(N2Cc3c(NC4CCCC4)ncnc3N(C)CC2=O)c1
#7 CC1(C(=O)NC2CC2)CCc2cnc(Nc3ccccc3)nc21 (stereo not given)
#8 O=C(NCC(F)F)c1ccc2nnc(C3CCOCC3)n2c1

compound no.,1,2,3,4,5,6,7,8
IP6K1 inhibitor,4,35,8,2,16,2,-7,0
SNCA expr inhib,23%,?,-1%,?,45%[activator],10%,-43%[87.6 µM],nt
GPT2 inhibitor,-1%,nt,i,nt,-18%,i,i,nt
HEK cytotox,i,nt,?,nt,-10%,-19%,40µM*,-5%[172 µM]
Luciferase inh,1%,nt,6%,nt,nt,nt,-18%[172 µM],nt
3T3 cytotox,-8%,nt,-13%,nt,-30%,?,28µM*,-21%[138 µM]
HEK293 viab,4%[12.5 µM],-12%,-8%,-27%,-3%,2%,-18%[87.6 µM],nt

#9 CC[C@H](C(=O)N1CCC2(CC1)Nc1ccccc1NC2=O)c1ccccc1
#10 CCN(CC)c1cc(CCC(=O)NCc2ccccc2OC)ccn1
#11 Cc1noc(C)c1CCC(=O)N1CCn2nc(Cc3ccccc3)cc2C1
#12 COc1cccc(CNC(=O)COc2cc(=O)n(C)c3ccccc23)c1
#13 CCC(C)NC(=O)C1(c2ccc(NC(C)=O)cc2)CCCCC1 (stereo not given)
#14 Cc1cccc(-n2cc(CN3C[C@@H](NS(C)(=O)=O)[C@H](C(C)C)C3)cn2)c1
#15 Cc1cccc(CNC(=O)Cn2ccc3cc(S(=O)(=O)N4CCCC4)ccc32)c1
#16 Cn1c(Cn2cnc3c2C(C)(C)OC3(C)C)nnc1C1CC(N)C1 (stereo not given)

compound no.,9,10,11,12,13,14,15,16
IP6K1 inhibitor,3,-1,10,-3,-2,-3,-1,5
SNCA expr inhib,-12%,-28%,5%,38%[activator],3%,0%,-14%,3%
GPT2 inhibitor,-22%,i,-1%,nt,1%,0%,nt,2%
HEK cytotox,?,-4%,?,nt,-27%,?,nt,i
Luciferase inh,11%,-4%,6%,nt,11%,?,nt,10%
3T3 cytotox,-19%,-11%,?,nt,-10%,-20%,nt,2%
HEK293 viab,-12%,-3%,5%,4%,1%,-6%,6%,2%

#17 CCc1ccc(NC(=O)N2CCc3[nH]c4ccc(F)cc4c3C2)cc1
#18 O=S(=O)(c1ccc(Br)cc1)N1CCn2cccc2C1c1ccc(Br)cc1 (stereo not given)
#19 O=C(O)[C@@H]1CN(S(=O)(=O)N2CCOCC2)C[C@H]1c1cccnc1
#20 C[C@@H]1CN(c2c(F)c(F)c3c(=O)c(C(=O)O)cn(C4CC4)c3c2F)C[C@H](C)N1
#21 COc1ccc(NC(=O)N2C[C@@H]3C[C@H](C2)c2ccc(NC(=O)Nc4ccccc4OC)c(=O)n2C3)cc1
#22 COc1ccc(-c2noc(C(C)NC(=O)c3ccco3)n2)cc1 (stereo not given)
#23 C[C@H](NC(=O)C[C@@H]1c2nc(NC(=O)c3ccc(F)cc3)sc2C[C@@H]2[C@](C)(CO)[C@H](O)CC[C@]21C)c1ccccc1
#24 Cc1cccc(CN2CCC3(CC2)Cc2ccccc2CNC3=O)n1

compound no.,17,18,19,20,21,22,23,24
IP6K1 inhibitor,-4,-11,11,-1&32,5,-18,-8,2
SNCA expr inhib,12%,10%,3%,-2%[17 µM],17%,16%,?,-12%
GPT2 inhibitor,0%,nt,?,-7%[11.5 µM],i,nt,?,4%
HEK cytotox,?,nt,-1%,nt,i,nt,32µM*,i
Luciferase inh,?,nt,-5%,nt,-3%,nt,2%,nt
3T3 cytotox,?,nt,3%,nt,-3%,nt,?,i
HEK293 viab,9%,4%,4%,18%&3%[12.5 µM],-14%,-19%,?,5%

#25 CC(=O)c1ccc(NC(=O)Cn2c(N3CCc4ccccc4C3)nc(C)cc2=O)cc1
#26 COCCNC(=O)C1COC2(CCN(C(=O)c3cccs3)CC2)N1C(=O)c1ccccc1 (stereo not given)
#27 N#Cc1ccc(C(=O)Nc2cc3nn(-c4ccccc4)nc3cc2Cl)c(F)c1
#28 COCCc1noc(C2CCCCN2C(=O)CN2C(=O)OC(C)(C)C2=O)n1 (stereo not given)
#29 CCn1cc(S(=O)(=O)N2CCC(N3C(=O)C(OC)C34CCOCC4)CC2)cn1 (stereo not given)
#30 COCCN(C)C[C@@H]1CN(C(=O)c2ccc(-c3ccco3)cc2)C[C@@H]1CO
#31 Cc1ccc(C(=O)N2CCC(N3C(=O)c4c(c(C)nn4-c4ccccc4)C3C3CC3)C2)cc1 (stereo not given)
#32 Cn1cnc(S(=O)(=O)N2CCC(C(=O)NCc3ccc(F)cc3)CC2)c1

compound no.,25,26,27,28,29,30,31,32
IP6K1 inhibitor,5,-10,17,-10,-15,18,-10,13
SNCA expr inhib,-19%,-7%,31%[activator],5%,0%,-27%,nt,9%
GPT2 inhibitor,-14%,i,nt,i,i,2%[11.5 µM],nt,nt
HEK cytotox,35µM*,?,nt,i,i,4%,25µM*,nt
Luciferase inh,2%,-6%,nt,-3%,4%,3%,nt,nt
3T3 cytotox,28µM*,?,nt,-2%,1%,-1%,18µM*,nt
HEK293 viab,?,-21%,2%,-8%,3%,6%,nt,5%

#33 CC1=NS(=O)(=O)N(C)C=C1C(=O)OCc1nc(-c2cnccn2)no1
#34 O=[S+]1([O-])c2cccnc2O[C@@H](COCc2ccccc2)CN1CCc1ccccc1
#35 COC(=O)N(C)Cc1cccc(N2CCN(C(=O)OC(C)(C)C)CC2)c1
#36 CN(C)CCNC(=O)c1nc(-c2ccc(N3CCN(C)CC3)cc2)cc2c1ccn2C
#37 COc1ccc(C2(CNC(=O)C(=O)Nc3ccc(C)c(Cl)c3)CCCC2)cc1OC
#38 COCC1CN(C)CC12CCN(C(=O)c1cc(C)nn1C)CC2 (stereo not given)
#39 CSc1ccc(-c2cccc(C(=O)NCCN[S+](=O)([O-])c3cccc(C(F)(F)F)c3)c2)cc1
#40 Cc1cc(NC(=O)CN2C(=O)NC(c3ccc(Cl)cc3)C3=C2COC3=O)no1 (stereo not given)

compound no.,33,34,35,36,37,38,39,40
IP6K1 inhibitor,15,9,3,-8,-3,30,0,-4
SNCA expr inhib,32%[activator],-20%[25.6 µM],nt,?,9%,4%,?,-21%
GPT2 inhibitor,4%,i,nt,i,nt,-7%,i,i
HEK cytotox,2%,?,?,?,nt,-4%,?,-28%
Luciferase inh,5%,nt,nt,?,nt,3%,nt,-16%
3T3 cytotox,1%,?,?,7.9µM*,nt,-12%,?,?
HEK293 viab,0%,-4%[23.9 µM],nt,?,6%,3%,11%[12.5 µM],-3%

#41 O=C(c1ccc2[nH]ncc2c1)N1CCOCC12CCN(Cc1ccccc1Cl)CC2
#42 Cc1cc(CN2CCC(CO)(CN3CCCC3)CC2)ccc1F
#43 Cn1cc(CN2C[C@@H]3OCC(=O)N[C@@H]3C2)c2ccccc21
#44 Cc1cnc(C2CCC2)n1CC1CCN(C(=O)Cc2cccnc2)CC1
#45 COC[C@@H]1CN(Cc2cccc(C#N)c2)C[C@H]1c1ccncc1
#46 Cc1ccc(-n2nc3c(=O)n(CC(=O)NCc4ccco4)nc(C)c3c2C)cc1
#47 CNC(=O)c1cn2c(n1)CN([S+](C)(=O)[O-])CC2
#48 COc1cc(C(CC(=O)Nc2cc(C)ccc2C)N2Cc3ccccc3C2=O)cc(OC)c1OC (stereo not given)

compound no.,41,42,43,44,45,46,47,48
IP6K1 inhibitor,-2,-3,9,27,-8,-8,12,-6
SNCA expr inhib,-27%[87.6 µM],-11%,1%[87.6 µM],0%,-13%,-1%,-18%[87.6 µM],12%
GPT2 inhibitor,i,-5%,-25%[88.5 µM],3%,4%,nt,-5%[88.5 µM],nt
HEK cytotox,?,?,?,1%,-46%,nt,i,nt
Luciferase inh,-5%[172 µM],-3%,-14%[230 µM],3%,-8%,nt,nt,nt
3T3 cytotox,-12%[138 µM],?,112µM*,-6%,?,nt,i,nt
HEK293 viab,-4%[87.6 µM],-3%,0%[87.6 µM],4%,?,-8%,0%[87.6 µM],-30%
